Bioassay records (PubChem)
M. tuberculosis HTS = M. tuberculosis growth inhibition, HTS (AID 449762); M. tuberculosis H37Rv growth inhibition, 7H9 media; higher % means a stronger effect; inhibition, % at 25 µM; hits with a dose series show IC50 in µM; 330,000 tested, 0.59% active; in the data active = a potency from the dose series; inconclusive = inhibition above about 70% without an active follow-up result;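 also: bacterial growth assessed after seven days of incubation; strong numbers were not always called active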
Salmonella PhoP GFP = Inhibition of PhoP regulon, Salmonella typhi GFP reporter cells, confirmation, 4 h (AID 1850); Salmonella Typhi PhoP-promoter GFP reporter, fluorescence, 4 h; higher % means a stronger effect; inhibition, % at 50 µM, or IC50 in µM where a hit was titrated; 310,000 tested, 0.33% active; in the data active = a potency from the dose series; inconclusive = inhibition mostly from about 25% at the one dose, without a potency; inactive = the rest, 99 in 100 with inhibition below about 19%;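 also: 0% = induced wells with vehicle and 100% = uninduced wells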
tuberculosis growth = growth inhibition of non-replicating M. tuberculosis (AID 488890); Mycobacterium tuberculosis non-replicating, growth inhibition; higher % means a stronger effect; one-dose inhibition, % at 25 µM; IC50 in µM for titrated hits; 320,000 tested, 0.39% active; in the data active = a potency from the dose series; inconclusive = inhibition mostly from about 82% at the one dose, without a potency; inactive = the rest, 99 in 100 with inhibition below about 76%;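 also: plate controls were DMSO cells for no effect and high antibiotic wells for full effect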
H1N1 NS1A inhibition = H1N1 influenza NS1A inhibitors, functional cell based assay (AID 504329) | NS1A functional cell-based assay, percent inhibition; higher % means a stronger effect | one-dose inhibition, % at 12.5 µM; IC50 in µM for titrated hits | 340,000 tested, 0.3% active; in the data active = a potency from the dose series; inconclusive = inhibition above about 27% without an active follow-up result; also: strong numbers were not always called active
VEEV TC-83 Vero = inhibitors of VEEV TC-83 cytopathic effect, confirmation, Vero cells (AID 588727) | Vero cells, VEEV TC-83 cytopathic effect inhibition; higher % means a stronger effect | inhibition, % at 20 µM; hits with a dose series show IC50 in µM | 350,000 tested, 0.13% active; in the data active = a potency from the dose series; inconclusive = inhibition mostly from about 14% at the one dose, without a potency; inactive = the rest, 99 in 100 with inhibition below about 12%; also: strong numbers were not always called active
VEEV TC-83 Vero 10K pilot screen = second read-out of VEEV TC-83 Vero, no call of its own (marks repeat the call); inhibition, %; measured here: 10K pilot screen inhibition
The depositor's hits bear a star; i = inactive; ? = inconclusive; / = no result given; & = joins results of further samples.

SMILES	M. tuberculosis HTS	Salmonella PhoP GFP	tuberculosis growth	H1N1 NS1A inhibition	VEEV TC-83 Vero	others
O=C(Nc1ccc(N2CCOCC2)nc1)c1c(F)cccc1F	-3%	3%	-3%	/	1.1%
Cc1ccc(C(=O)N2CCCC2)c(F)c1F	-7%	-6%	-24%	3%	0.5%
O=C(NCCCn1ccnc1)c1cc2c(s1)CCCCC2	-2%	-5%	10%	5%	i
COc1cccc(Nc2ncnc3nc[nH]c23)c1	-1%	-7%	/	-6%	3.0%
CSc1ccccc1NC(=O)Cn1nc([N+](=O)[O-])cc1C	-1%	-8%	4%	4%	1.6%
COc1ccc(NC(=O)c2[nH]c(C)c(C(C)=O)c2C)cc1Cl	-7%	4%	7%	2%	3.8%	VEEV TC-83 Vero 10K pilot screen=6.4
COCCN(CC(=O)NCc1ccccc1)C(=O)CCC(=O)Nc1ccccn1	-2%	-1%	-2%	-8%	1.4%
CCOC(=O)[C@H]1[C@H]2COc3cc(OC)ccc3[C@@H]2N2C(=O)c3c(C)cc(C)cc3NC(=O)[C@@]12C	3%	/	61%	11%	i
Cc1ccc(C(=O)Cn2c(C(=O)/C=C/c3ccccc3)nc3ccccc32)cc1	-8%	1%	-18%	-1%	27%
Cc1cc(O)c(S(=O)(=O)c2ccccc2)c(C)c1NS(=O)(=O)c1ccccc1	10%	-19%	-1%	-20%	i
COc1ccc(C(=O)NCC(=O)OCC(=O)NC23CC4CC(CC(C4)C2)C3)cc1	9%	/	6%	-1%	2.5%
COC(=O)c1ccccc1NC(=O)c1nc2nc(C)cc(C)n2n1	-13%	10%	12%	-16%	9.1%
CC(C)NC(=S)NC(c1ccccc1)(c1ccccc1)c1ccccc1	-14%	-10%	41%	2%	7.4%
CCOC(=O)N1CCN(S(=O)(=O)c2ccc3c(c2)CCN3C(=O)C2CCC2)CC1	2%	4%	16%	20%	i
COc1ccc(-c2nnn(CC(=O)N(CCO)C(C(=O)NC3CCCC3)c3ccc(F)cc3)n2)cc1 (stereo unspecified)	5%	1%	1%	1%	0.7%	VEEV TC-83 Vero 10K pilot screen=0.8
Cn1ccc(C(=O)NC(=S)Nc2ccc([N+](=O)[O-])cc2O)n1	-8%	-8%	0%	0%	1.5%
c1ccc(NCCc2ccccn2)cc1	/	/	/	-13%	1.8%
CC#CCN(Cc1ccco1)C(=O)c1ccc(OC2CCN(Cc3ccccn3)CC2)cc1	-1%	-2%	/	-5%	6.6%
Cc1c(O[C@@H]2O[C@H](CO)[C@@H](O)[C@H](O)[C@H]2O)c(CO)c(O[C@@H]2O[C@H](CO)[C@@H](O)[C@H](O)[C@H]2O)c2c1O[C@@H](c1ccccc1)C[C@@H]2O	-3%	/	-2%	-4%	0.9%
CCc1c(C)nc2ncnn2c1N1CCCC(C(=O)NCc2cccs2)C1 (stereo unspecified)	-2%	13%	65%	12%	0.5%
COCCN1CC(=O)N2C(c3cccc(C)c3)c3[nH]c4ccccc4c3C[C@H]2C1=O (stereo partly specified)	5%	-4%	3%	-14%	i
O=C1NC(=O)N(CCC2=CCCCC2)C(=O)/C1=C/c1cccs1	2%	-14%	7%	/	i
COc1ccc(C(=O)C2CCCN(Cc3ccc(C)s3)C2)cc1OC (stereo unspecified)	2%	-13%	18%	-9%	2.2%
COc1ccc(C2CC(=O)C=C(O)C2)cc1 (stereo unspecified)	9%	4%	28%	5%	0.7%
Cc1nc2ccccc2c(=O)n1Nc1cccc(Cl)c1	3%	-8%	-4%	-5%	0.5%

The last 7 entries of the section before come first, to join the parts:
SMILES	M. tuberculosis HTS	Salmonella PhoP GFP	tuberculosis growth	H1N1 NS1A inhibition	VEEV TC-83 Vero	others
Cc1c(O[C@@H]2O[C@H](CO)[C@@H](O)[C@H](O)[C@H]2O)c(CO)c(O[C@@H]2O[C@H](CO)[C@@H](O)[C@H](O)[C@H]2O)c2c1O[C@@H](c1ccccc1)C[C@@H]2O	-3%	/	-2%	-4%	0.9%
CCc1c(C)nc2ncnn2c1N1CCCC(C(=O)NCc2cccs2)C1 (stereo unspecified)	-2%	13%	65%	12%	0.5%
COCCN1CC(=O)N2C(c3cccc(C)c3)c3[nH]c4ccccc4c3C[C@H]2C1=O (stereo partly specified)	5%	-4%	3%	-14%	i
O=C1NC(=O)N(CCC2=CCCCC2)C(=O)/C1=C/c1cccs1	2%	-14%	7%	/	i
COc1ccc(C(=O)C2CCCN(Cc3ccc(C)s3)C2)cc1OC (stereo unspecified)	2%	-13%	18%	-9%	2.2%
COc1ccc(C2CC(=O)C=C(O)C2)cc1 (stereo unspecified)	9%	4%	28%	5%	0.7%
Cc1nc2ccccc2c(=O)n1Nc1cccc(Cl)c1	3%	-8%	-4%	-5%	0.5%
COc1ccc(C(=O)Cn2c(NCCO)nc3ccccc32)cc1	-2%	-3%	/	4%	i
CC12CN3CCN(CC(C3)/C1=N/NC(=O)Nc1ccccc1)C2	9%	3%	-17%	-4%	0.3%
Cc1ccccc1NCC(=O)N/N=C/C(Br)=C/c1ccccc1	20%	2%	68%	-1%	0.5%
O=[N+]([O-])C(=C1Nc2ccccc2N1)C(Cl)=C(Cl)Cl	2%	-1%	-8%	-8%	1.1%
COc1cccc(CC2(CO)CCCN(Cc3cc4ccccc4[nH]3)C2)c1 (stereo unspecified)	10%	6%	12%	12%	1.8%
Cc1cc(OC(C)C(=O)Nc2cccnc2)ccc1Cl (stereo unspecified)	-6%	9%	53%	-7%	0.4%
CCCSCCCNC(=O)c1ccc(NC(=O)C2=CSCCO2)cc1	25%	-1%	?	4%	4.1%
CC(C)CC1C(C#N)=C(N)Oc2n[nH]c(-c3ccccc3)c21 (stereo unspecified)	4%	-5%	9%	-6%	2.4%
O=C(c1cccc2ccccc12)C1CCCN(C(=O)CCc2cnccn2)C1 (stereo unspecified)	-7%	-10%	0%	5%	0.3%	VEEV TC-83 Vero 10K pilot screen=0.3
Cc1cc(Cl)ccc1N(CC(=O)NCCSCc1ccco1)S(C)(=O)=O	-9%	-7%	0%	-1%	i
CCNc1nc(NCC)nc(SCCOC(=O)Nc2ccccc2)n1	7%	-15%	19%	4%	8.0%
Cn1c(CC(=O)NNC(=O)c2cncc(Br)c2)nc2ccccc21	4%	/	-19%	-5%	0.6%
COc1ccc(OCCNC(=O)CSc2ccc(C(F)(F)F)cc2[N+](=O)[O-])cc1	4%	7%	-10%	10%	i
COc1ccc(OCC(CO)N2CCN(c3ccccc3)CC2)cc1 (stereo unspecified)	/	/	/	-16%	1.0%
Cc1c(CCOC(=O)c2cc([N+](=O)[O-])cc([N+](=O)[O-])c2)sc[n+]1CC(=O)c1ccc(Br)cc1	?	2%	?	1%	1.5%
C[C@H](CO)N1C[C@H](C)[C@@H](CN(C)S(=O)(=O)c2cn(C)cn2)Oc2c(NS(=O)(=O)c3cn(C)cn3)cccc2C1=O	0%	/	-13%	-3%	i
COCCNC(=S)Nc1cc(OC)c(OC)cc1C#N	/	/	/	3%	1.7%
O=C(CCN1C(=O)c2ccccc2C1=O)N1CCN(C(=O)c2ccccc2)CC1	-9%	6%	-8%	6%	0.9%
COc1ccccc1NC(=O)CCS(=O)(=O)c1ccccc1	-5%	6%	-4%	-2%	0.6%
CCn1c(SCC(=O)N(C(C)C)C(C)C)nnc1-c1cc2ccccc2cc1O	-1%	-3%	37%	-2%	2.6%
Cc1cccc2cc(CN(CC3CCCO3)C(=O)c3ccco3)c3nnnn3c12 (stereo unspecified)	-8%	-2%	-16%	/	/
COc1cccc(CNC(=O)Cn2ccc3cc(S(=O)(=O)N4CCCCCC4)ccc32)c1OC	9%	5%	37%	3%	3.3%
CNC(=O)COC(=O)c1cc(=O)[nH]c2ccccc12	-5%	13%	6%	4%	i	VEEV TC-83 Vero 10K pilot screen=2.1
COc1ccc(C(=O)O)cc1OC	/	/	/	-11%	0.4%
CCn1cc(C(=O)Nc2ccc(C)cc2[N+](=O)[O-])c(C)n1	0%	-21%	1%	3%	i

Next compounds.
SMILES	M. tuberculosis HTS	Salmonella PhoP GFP	tuberculosis growth	H1N1 NS1A inhibition	VEEV TC-83 Vero	others
CN(C)CCCN(C(=O)COc1ccccc1)c1nc2c(F)cccc2s1	3%	16%	0%	-22%	8.4%
CCOc1ccc(S(=O)(=O)N2CCC(C(=O)N3CCCC3)CC2)cc1C	-2%	7%	-9%	5%	i
O=C(NNC1OC(CO)C(O)C(O)C1O)c1cccnc1 (stereo unspecified)	5%	1%	/	-15%	0.5%
CC(C)Oc1ccc(N2CC(C(=O)Nc3ccccc3F)CC2=O)cc1 (stereo unspecified)	33%	30%	73%	-4%	i
COc1ccc(CC(=O)NCC(=O)N/N=C(/C)c2ccco2)cc1	-10%	0%	-6%	/	3.9%
Cc1ccc(N2CC(C(=O)Nc3ccccc3N3CCCC3)CC2=O)cc1 (stereo unspecified)	-4%	1%	8%	-9%	6.6%
COc1ccc(-n2c(=S)[nH]c3cc(C(=O)NCc4ccco4)ccc3c2=O)cc1OC	0%	2%	-5%	17%&-21%	0.2%
COc1ccccc1-c1oc2ccccc2c1-c1ccc2cc[nH]c2c1	23%	/	23%	-12%	1.9%
CCCCCCCn1c(NC(=O)CC)nc2ccccc21	?	4%	?	-19%	i
O=C(O)c1ccc(Nc2nc(-c3ccccc3)c3ccccc3n2)cc1	11%	-2%	26%	-10%	3.6%
Cc1ccc(S(=O)(=O)NCC(c2ccccc2)N2CCCCC2)cc1 (stereo unspecified)	4%	3%	0%	14%	i
CCSc1ccccc1C(=O)Nc1nncs1	-5%	-14%	-2%	4%	9.8%
CCOc1ccc(C2C(C#N)=C(C)NC3=C2C(=O)c2ccccc23)cc1 (stereo unspecified)	1%	-4%	19%	7%	1.3%
Cc1ccc(NC(=O)CCS(=O)(=O)c2ccccc2)cc1S(=O)(=O)N1CCCCCC1	/	/	/	3%	1.3%
C=CCNC(=O)CSc1nc2cc(C(=O)OCC)ccc2n1CC	-3%	-9%	4%	-3%	0.2%
COc1ccc(NC(=O)c2c(Nc3ccccc3)sc(C(=O)c3ccc(F)cc3)c2N)cc1	0%	1%	44%	-16%	i
Cc1ccc(NC(=S)N(Cc2ccccc2)Cc2cccs2)c(C)c1	-8%	6%	10%	3%	0.4%
COc1ccc2[nH]cc(CCNC(=O)c3ccccc3Cl)c2c1	6%	5%	3%	0%	i
COc1ccc(-c2[nH]ncc2-c2cscn2)c(O)c1	0%	5%	4%	/	3.0%
COc1ccc(NC(=O)CCc2nnc3ccc(N4CCN(c5cccc(OC)c5)CC4)nn23)cc1	0%	-7%	22%	9%	13%
Cc1ccc(NC(=O)C2CCCO2)c(Br)c1 (stereo unspecified)	7%	9%	-8%	0%	0.9%
Cc1ccccc1C(=O)NCC(=O)OCCOc1ccc(C(C)C)c(C)c1	18%	0%	41%	8%	1.6%
CCN1C[C@@H]2[C@@H]3C(=O)N(Cc4ccccc4)C(=O)[C@@H]3[C@](CC)(C1=O)N2C(=O)c1ccc(Br)cc1	/	/	/	2%	1.4%
N#CCSc1nc(-c2ccccc2)c2cc(Cl)ccc2n1	5%	-1%	4%	-3%	0.5%
O=C(OCC(=O)N1CCCC1=O)c1cc(Cl)ccc1O	-7%	-3%	32%	-3%	0.6%

(further entries)
SMILES	M. tuberculosis HTS	Salmonella PhoP GFP	tuberculosis growth	H1N1 NS1A inhibition	VEEV TC-83 Vero	others
Cc1cc2[nH]c(=O)cc(-c3ccccc3)n2n1	-6%	2%	47%	-8%	1.4%
Cc1ccc(NC(=O)CSc2nnc(Cn3cnc4ccccc43)o2)c(C)c1	-14%	-6%	-7%	-2%	0.2%
O=C(C1Cc2ccccc2O1)N1CCCCC1 (stereo unspecified)	-10%	2%	20%	0%	1.3%
O=C1c2cnccc2CN1Cc1ccccc1	1%	-1%	16%	-4%	2.6%
Cc1cc(SCC(=O)Nc2ccccc2C)nc(C)n1	-27%	5%	12%	-16%	5.1%
O=C(Nc1ccccn1)C1CCN(S(=O)(=O)c2ccc3c(c2)OCCO3)CC1	-5%	/	11%	-7%	0.5%
CCOC(=O)c1sc2nc(C(C)C)c3c(c2c1N)CCC3	-6%	8%	-1%	-11%	i
CN(Cc1ccccc1)C(=O)COC(=O)c1cc(Cl)nc(Cl)c1	3%	-4%	35%	-2%	2.4%
CCCOc1c(OC)cccc1C1CC(=O)Nc2cc3c(cc21)OCCO3 (stereo unspecified)	4%	3%	20%	1%	8.1%
O=C(OCC(=O)N1CCN(C(=O)c2ccco2)CC1)c1cccc(F)c1	4%	/	-14%	5%	2.2%
COC(=O)c1ccc([C@H]2CC(=O)O2)cc1	-5%	1%	2%	2%	i
Cc1nc2ccc([N+](=O)[O-])cc2c(=O)n1Cc1ccc(F)cc1	6%	-2%	-22%	-1%	i
O=C(NCc1ccco1)C1CCN(S(=O)(=O)c2cccc([N+](=O)[O-])c2)CC1	6%	9%	-4%	10%	0.8%
